NPR1 activator = GC-A (human) enzyme activation; AID 1671463; activation, % at 10 µM; 370,000 tested, 0.14% active; HEK293 GC-A cells, cGMP TR-FRET, EC30 ANP; 0% at EC30 ANP, 100% saturating ANP; P16066; in the data active = activation above about 40%
Target sequence (P16066 whole entry, looked up): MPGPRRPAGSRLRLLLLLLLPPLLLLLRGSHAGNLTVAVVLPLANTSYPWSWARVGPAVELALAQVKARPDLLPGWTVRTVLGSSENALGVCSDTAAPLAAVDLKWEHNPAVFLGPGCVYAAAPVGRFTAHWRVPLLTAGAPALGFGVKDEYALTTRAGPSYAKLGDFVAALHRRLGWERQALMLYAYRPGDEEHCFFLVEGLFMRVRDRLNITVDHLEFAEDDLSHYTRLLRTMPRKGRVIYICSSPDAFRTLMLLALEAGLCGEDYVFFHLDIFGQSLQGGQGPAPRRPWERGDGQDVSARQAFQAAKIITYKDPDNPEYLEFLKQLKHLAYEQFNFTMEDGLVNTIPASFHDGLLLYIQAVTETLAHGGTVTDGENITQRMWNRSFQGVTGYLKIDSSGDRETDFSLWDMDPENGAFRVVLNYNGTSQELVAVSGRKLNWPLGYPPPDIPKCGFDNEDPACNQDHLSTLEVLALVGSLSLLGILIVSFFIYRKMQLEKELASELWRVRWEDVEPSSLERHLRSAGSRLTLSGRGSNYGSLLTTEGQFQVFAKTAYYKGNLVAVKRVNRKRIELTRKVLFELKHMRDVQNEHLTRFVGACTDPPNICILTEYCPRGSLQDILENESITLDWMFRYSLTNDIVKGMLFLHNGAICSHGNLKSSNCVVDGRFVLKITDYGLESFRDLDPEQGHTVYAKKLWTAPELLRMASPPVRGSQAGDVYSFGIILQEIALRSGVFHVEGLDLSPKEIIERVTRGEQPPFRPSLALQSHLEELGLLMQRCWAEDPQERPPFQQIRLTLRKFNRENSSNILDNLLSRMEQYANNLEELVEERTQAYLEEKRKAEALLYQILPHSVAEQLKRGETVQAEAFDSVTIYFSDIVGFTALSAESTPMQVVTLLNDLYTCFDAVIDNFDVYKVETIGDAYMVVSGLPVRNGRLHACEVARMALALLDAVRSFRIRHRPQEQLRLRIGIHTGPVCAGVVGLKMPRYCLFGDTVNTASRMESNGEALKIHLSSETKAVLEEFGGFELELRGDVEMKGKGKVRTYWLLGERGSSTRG
mABHD4 FP = ABHD4 (mouse) inhibition, primary FP screen | Q8VD66 | purified mABHD4, FP-Rh probe fluorescence polarization | 370,000 tested, 0.54% active | inhibition, % at 8.92 µM;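 active = inhibition exceeding the mean over every tested compound plus 3 SD, cut at about 30% in these data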;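 note: 0% = plate median of compound wells and 100% = S159A mutant with DMSO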
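Assay system: mABHD4 protein; medium: HEPES pH 7.0, NaCl, Pluronic buffer; dosing: 8.92 µM, single dose; schedule: 45 min + 60 min at 25 °C; signal: FP readout, ex 525 nm / em 598 nm; read-out: normalized percent inhibition of probe labeling; repeats: single replicate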
rCAG RNA binder = r(CAG) repeat RNA binding | TO-PRO-1 dye displacement fluorescence | inhibition, % at 3 µM | 370,000 tested, 1.3% active;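 active = inhibition above the plate cutoff, the mean of all test compounds on that plate plus 3 SD, cut at about 35% in these data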;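 note: 0% = DMSO alone and 100% = 100 µM mitoxantrone as full dye displacement; higher means more dye released from RNA so lower well fluorescence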
NPR2 activator = GC-B (human) receptor activation; P20594; HEK293-GC-B cells, CNP EC30, cGMP TR-FRET; 0% at EC30 CNP, 100% saturating CNP; activation, % at 10 µM; 370,000 tested, 0.11% active;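 active = activation at 10 µM reaching about 35% in either raw or pattern-adjusted values, limit read from the data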
ASAP1 GAP inh = ASAP1 ArfGAP inhibition; 360,000 tested, 0.19% active; Q9ULH1; ASAP1-stimulated ARF1 GTP hydrolysis, GDP FP detection; inhibition, % at 16.5 µM; in the data active = inhibition above about 25%;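 note: 0% = vehicle with enzyme and substrate and 100% = no enzyme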
HTRA1 inhibitor = inhibitors of human serine peptidase HTRA1 | Q92743 | recombinant HTRA1, FP-rhodamine activity-based probe, fluorescence polarization | inhibition, % at 5.96 µM | 340,000 tested, 0.5% active | AID 504803; in the data active = inhibition above about 36%;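 note: 0% = enzyme with DMSO and 100% = wells lacking enzyme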
SMARCA2 act = SMARCA2 function activation, primary screen | activation, % at 9.1 µM | MG213 cells, MMTV-luciferase reporter, dexamethasone, overnight | 370,000 tested, 1% active; in the data active = activation above about 7.8%;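 note: 0% = vehicle wells and 100% = reference activator wells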
NR1D1 modulator = Rev-erb alpha (human) modulation; Rev-erbα–FITC-DNA binding, fluorescence polarization, 90 min; activity, % at 10 µM; 370,000 tested, 0.79% active;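 active = activity above about 14%, limit read from the data; passing the limit was not always enough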;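 note: 0% = DMSO wells with 35 nM protein and 100% = DMSO wells with 750 nM protein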
ARFGAP1 inh = rat ARFGAP1 inhibition; Q62848; Arfgap1-stimulated ARF1 GTP hydrolysis, GDP FP detection; inhibition, % at 16.5 µM; 360,000 tested, 0.26% active;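 active = inhibition above a per-plate limit, mean inhibition of low control wells plus 3 SD, cut at about 25% in these data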;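 note: 0% = DMSO wells with enzyme and 100% = wells lacking Arfgap1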
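Repeats: one replicate per compound; assay system: rat Arfgap1 catalytic domain, aa 1-136; times: enzyme reaction 120 min at 25 °C after 20 min preincubation; detection: FP of antibody-bound GDP Alexa 633 tracer, ex 620/em 688 nm; benchmarks: high control wells lacking Arfgap1, low control full reaction with DMSO; reagent: human ARF1(Δ1-17)-GTP substrate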
PG9 Ab binder = small molecules binding HIV-1 gp120 antibody PG9 | TR-FRET gp120-PG9 antibody binding | inhibition, % at 6.7 µM | 360,000 tested, 0.43% active | AID 624416; in the data active = inhibition above about 8.5%
Starred values were filed as active, the others as inactive; nt = not tested or not shown.

SMILES	NPR1 activator	mABHD4 FP	rCAG RNA binder	NPR2 activator	ASAP1 GAP inh	HTRA1 inhibitor	SMARCA2 act	NR1D1 modulator	ARFGAP1 inh	PG9 Ab binder
COc1ccccc1CN1CCNC(=O)C1CC(=O)O (stereo unspecified)	4	-1	0	-1	3	-2	-2	0	4	-1.9
Cc1ccc2c(c1)C1CN(C)CCC1N2Sc1ccccc1[N+](=O)[O-] (stereo unspecified)	-20	15	-6	-18	-14	-1	6	-2	0	-2.8
Cc1ccc(NC(=O)C(=O)NCCc2c[nH]c3ccccc23)c(C)c1	-5	-3	25	-3	-2	8	-3	5	-9	-0.5
COc1ccc(/C=C/c2onc(C)c2S(=O)(=O)N2CCC(C(=O)N3CCC(C)CC3)CC2)cc1	-2	1	5	-4	0	-10	-4	-7	9	0.0
COc1ccc(N2CCN(C(=O)C3CCCN(S(=O)(=O)c4ccc(F)cc4)C3)CC2)cc1 (stereo unspecified)	3	-2	-9	2	-6	-3	-3	-1	-9	-1.4
COC(=O)c1ccc(OC(=O)c2ccc(OC)c(OC)c2)c(OC)c1	-4	-2	-5	2	19	-2	-1	3	5	-0.4
Cc1ccccc1CCN(C(=O)Cn1nnc2ccccc21)C(C(=O)NC(C)(C)C)c1ccsc1 (stereo unspecified)	1	3	3	2	-4	8	-4	-8	6	0.5
COc1ccccc1/C=C/C(=O)NCC(=O)n1nc(C)cc1C	1	-7	-1	3	-10	3	-3	4	3	0.4
COc1ccccc1NC(=S)N1CCC(NC(=O)c2ccco2)CC1	5	-3	2	1	-5	1	0	-3	0	0.6
COc1cc(OC)cc(C(=O)N[C@H](C(=O)OCC(=O)Nc2ccc(C(C)C)cc2)C(C)C)c1	-1	-8	0	-7	2	4	0	4	11	-1.6
COc1ccc(NC(=O)CSc2nc(C)cc(=O)[nH]2)cc1OC	3	-4	2	-6	nt	nt	-5	-2	nt	nt
COCC(C)NC(=O)c1cc(-c2ccccc2OC)on1 (stereo unspecified)	4	5	-2	-1	3	0	4	1	0	-3.7
O=C(O)CC(CC(=O)Nc1nncs1)c1ccccc1 (stereo unspecified)	4	9	1	10	1	-3	-2	-1	-1	0.7
O=C(O)C1CC=CCC1C(=O)Nc1cccc(F)c1 (stereo unspecified)	0	4	3	2	4	-3	0	-2	1	-2.0
Cc1ccc2[nH]c(=O)c(CN(CCCO)S(=O)(=O)c3c(C)ccc4nsnc34)cc2c1	-4	-4	-3	4	-11	6	3	1	-2	-2.1
Nc1c(NCCC2=CCCCC2)c(=O)[nH]c(=O)n1Cc1ccccc1	23	0	2	11	-13	-9	-1	-3	2	-3.4
Cc1cc(C)c(S(=O)(=O)N2CCN(C(=O)c3cc4ccccc4oc3=O)CC2)c(C)c1	-2	2	3	5	4	-8	-3	-2	-14	-0.5
CCOc1cccc(NC(=O)C2CC(=O)N(C)C(=Nc3ccccc3)S2)c1 (stereo unspecified)	-3	-4	4	-11	-8	-33	-2	0	20	-2.2
COc1ccc(S(=O)(=O)NCC(=O)N2CCN(c3ccccn3)CC2)c(OC)c1	-4	7	-1	7	nt	nt	-3	-4	nt	nt
O=C(Oc1ccccc1)N1CCCCC1	1	6	2	3	-10	-3	-4	6	14	2.0
CC(=O)C1(C)C(=O)N(c2ccc(C)cc2)C(=O)N1c1ccc(C)cc1 (stereo unspecified)	0	-6	1	4	1	-7	-6	-1	3	0.8
CC(CC(=O)Nc1ccc(S(=O)(=O)Nc2ncccn2)cc1)c1ccccc1 (stereo unspecified)	-1	-5	4	0	-1	-1	-4	4	1	0.2
O=C(Nc1cccc(S(=O)(=O)N2CCOCC2)c1)C1COc2ccccc2O1 (stereo unspecified)	1	0	-1	2	-10	0	-2	-6	-3	1.6
CCn1c(N2CCN(C(=S)NCC(C)C)CC2)nc2ccccc21	-1	-17	-8	-2	-16	6	-6	3	23	0.2
CC(C)c1ccc(OCc2nnc(SCC(=O)N3CCCCC3)o2)cc1	-4	4	-7	6	-5	-6	0	-3	10	-0.8

New compounds follow.
SMILES	NPR1 activator	mABHD4 FP	rCAG RNA binder	NPR2 activator	ASAP1 GAP inh	HTRA1 inhibitor	SMARCA2 act	NR1D1 modulator	ARFGAP1 inh	PG9 Ab binder
CCOc1cc(S(=O)(=O)Nc2ccccc2CC)ccc1Cl	1	-13	5	4	18	-21	-3	4	3	-1.3
Cc1[nH]c(=O)[nH]c(=O)c1S(=O)(=O)NCCc1ccc(S(N)(=O)=O)cc1	18	1	-1	18	8	-8	1	-1	-3	-1.6
Cc1nn(C)c(C)c1/C=N/NC(=O)CCn1nc(C)c([N+](=O)[O-])c1C	-3	8	1	2	-9	-3	-2	-4	4	2.5
O=C(CCN1C(=O)/C(=C\c2cccs2)SC1=S)Nc1ccccn1	-17	7	10	-5	5	-12	-6	9	-7	-3.8
COc1cccc(/C=N/NC(=O)c2nnn(-c3nonc3N)c2C(C)C)c1	-1	-2	-1	-7	3	-16	1	5	12	-1.4
COc1ccc(C(C)=O)c(OC(=O)c2ccc(OC)c(OC)c2)c1	0	-6	-3	4	1	1	6	-6	4	-1.1
COc1ccccc1CCNC(=O)Nc1cccc([N+](=O)[O-])c1	3	-8	0	3	-15	-23	0	-3	7	0.5
COc1cc(NC(=O)CCCn2c(=O)oc3ccccc32)cc(OC)c1	-8	1	3	-9	-5	-7	-3	2	6	1.2
O=C(NCc1nnc(SCC(=O)N2CCOCC2)o1)c1ccccc1	0	-1	1	-3	-14	3	1	8	-1	-0.7
Cc1ccc(S(=O)(=O)CCC(=O)N(CCN2CCOCC2)c2nc3ccccc3s2)cc1	-2	4	-1	-7	-4	-4	4	0	7	-0.5
CC1CCCC/C1=N\NC(=S)Nc1cccnc1 (stereo unspecified)	-5	0	0	0	0	13	1	-4	4	-1.9
COc1ccc(NC(=O)N(C)C[C@H]2Oc3c(NC(=O)NC(C)C)cccc3C(=O)N([C@H](C)CO)C[C@@H]2C)cc1	2	4	-4	1	17	3	-2	2	1	2.6
CCc1nc(SCC(=O)NNC(=O)C2CCCCC2)c2ccccc2n1	0	7	-1	-1	9	-1	0	-4	13	-0.3
Cn1cnc([N+](=O)[O-])c1Oc1cccc2ccccc12	-1	6	3	2	13	9	4	-10	3	3.2
COc1ccccc1/C=C/c1nc(S(=O)(=O)c2ccccc2)c(N(C)C)o1	4	3	5	-1	-3	1	1	-2	13	0.7
Cc1cccc(C(=O)OC(C)CN2CCN(C)CC2)c1 (stereo unspecified)	0	5	-2	2	-4	5	4	-4	0	-0.3
COc1ccc(C(=O)Nn2c(C3CCC3)nc3ccccc3c2=O)c(OC)c1	-4	3	-3	-6	2	-1	-5	-5	9	0.9
COCCCN1C(=O)c2[nH]nc(-c3ccccc3O)c2C1c1cccc(Cl)c1 (stereo unspecified)	-19	-4	0	-17	3	-15	-3	-7	-12	3.6
CCCNC(=O)C(Cc1ccccc1F)NC(=O)c1ccc(C#N)cc1 (stereo unspecified)	1	-5	-2	6	-1	0	1	-3	-4	-2.9
Cc1cccc2c1NC1(CCCC1)CC2C (stereo unspecified)	-2	11	0	-3	12	nt	3	-6	9	-0.9
CCCCOC(=O)c1nnc(-c2ccccc2)o1	-10	2	-1	-2	-7	2	-2	-3	-9	-0.4
CCNC(=O)/C(C#N)=C/c1c(N2CCN(c3ccccc3)CC2)nc2ccccn2c1=O	0	0	7	-1	-9	-1	3	-4	-11	-0.2
O=C1NC(=O)C2C1C(c1ccccc1)N1C3C(=O)NC(=O)C3C(c3ccccc3)N21 (stereo unspecified)	3	-1	0	6	-14	-3	-4	-5	-7	-0.2
Cc1cc(Cl)c2oc(C(=O)N3CCC(O)(c4ccccc4)CC3)c(C)c2c1	3	-23	3	3	4	-31	3	0	-6	-1.9
Cc1ccc(N(C)S(=O)(=O)c2cccc(C(=O)NC3=NCCS3)c2)cc1	-1	-7	0	2	7	-14	-2	6	10	0.8

Entries shown so far with a cyano group, in the order listed:
SMILES	NPR1 activator	mABHD4 FP	rCAG RNA binder	NPR2 activator	ASAP1 GAP inh	HTRA1 inhibitor	SMARCA2 act	NR1D1 modulator	ARFGAP1 inh	PG9 Ab binder
CCCNC(=O)C(Cc1ccccc1F)NC(=O)c1ccc(C#N)cc1 (stereo unspecified)	1	-5	-2	6	-1	0	1	-3	-4	-2.9
CCNC(=O)/C(C#N)=C/c1c(N2CCN(c3ccccc3)CC2)nc2ccccn2c1=O	0	0	7	-1	-9	-1	3	-4	-11	-0.2

In the list so far, these have a thiophene ring, fused or not:
SMILES	NPR1 activator	mABHD4 FP	rCAG RNA binder	NPR2 activator	ASAP1 GAP inh	HTRA1 inhibitor	SMARCA2 act	NR1D1 modulator	ARFGAP1 inh	PG9 Ab binder
Cc1ccccc1CCN(C(=O)Cn1nnc2ccccc21)C(C(=O)NC(C)(C)C)c1ccsc1 (stereo unspecified)	1	3	3	2	-4	8	-4	-8	6	0.5
O=C(CCN1C(=O)/C(=C\c2cccs2)SC1=S)Nc1ccccn1	-17	7	10	-5	5	-12	-6	9	-7	-3.8

Other results follow.
SMILES	NPR1 activator	mABHD4 FP	rCAG RNA binder	NPR2 activator	ASAP1 GAP inh	HTRA1 inhibitor	SMARCA2 act	NR1D1 modulator	ARFGAP1 inh	PG9 Ab binder
COCC1CCN(Cc2cn[nH]c2-c2ccc(OC)cc2F)C1 (stereo unspecified)	4	7	-1	0	-9	-2	-2	-4	12	-1.1
COc1ccc(CCn2c3c(c(=O)[nH]c2=O)C(NC(=O)c2cccs2)(C(F)(F)F)C(=O)N3)cc1OC (stereo unspecified)	-2	-1	3	3	7	10	3	0	6	-0.5
CCC(=O)N(Cc1cc(=O)[nH]c2ccccc12)c1ccc(C)cc1	-10	-4	2	-5	2	3	-5	0	7	2.5
CC(=O)N1CCN(C(=O)c2ccc(OC3CCN(CCc4ccccc4)CC3)cc2)CC1	0	-5	-8	6	4	-1	-1	-3	-2	1.3
C/C(=N\NC(=O)c1cccc(C)c1O)c1ccc(NC(=O)Cc2ccccc2)cc1	0	-14	2	4	-3	2	0	-1	2	-0.8
Cc1ccc(OCC(=O)NNC(=S)NC(=O)C(C)(C)C)c(Br)c1	3	12	0	1	-25	4	-1	-5	12	2.8
CCN=C1Cn2c(nc3scc(-c4ccccc4)c3c2=O)CN1CC	-1	2	8	-4	-5	-4	0	-3	1	-0.1
CN1C[C@@H]2C(c3ccccc3)C3(c4cccnc4)CC2(C3)[C@H]1c1ccccc1 (stereo partly specified)	-18	-2	-5	-28	8	-10	0	-3	-4	-0.6
COc1cccc(-c2nc(CS(=O)(=O)CC(=O)NCCCN3CCOCC3)c(C)o2)c1	-3	3	-2	4	-2	-2	-2	-1	-5	0.0
Cc1ccc([C@H]2C[C@@H](O)[C@H](n3cc(C4CC4)nn3)CN2CC2CCCCC2)cc1	-7	3	5	-17	-2	-5	7.8*	6	-5	0.5
CCOC(=O)N1CCN(Cc2oc(CO)cc(=O)c2O)CC1	2	6	2	-6	3	5	1	1	16	-0.8
COc1ccc(C2=NOC(CNC(=S)N3CCOCC3)C2)cc1 (stereo unspecified)	-5	8	-5	7	3	6	4	7	13	-0.5
N#Cc1nc(-c2ccc(OCc3ccc(Cl)cc3)cc2)oc1NCCCn1ccnc1	-5	3	1	-10	11	0	1	-12	-3	0.3
COc1ccc(NC(=O)[C@@H](NC(=O)c2ccccc2)C(C)C)cc1S(=O)(=O)N1CCCCC1	1	16	-4	-4	1	5	-2	1	-6	-1.6

Assay outcomes from PubChem BioAssay.
